IL1B NFkB pot: enhances IL-1B driven NFkB nuclear translocation; HUVEC IL-1B NFkB p65 nuclear translocation imaging; activation, % at 2 µM; hit rate 0.3% among 94,000;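 active = activation above 40%, about the mean plus 3 SD, also judged a hit on visual image review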;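 also: percent activation is computed from the nuclear over cytoplasmic p65 intensity ratio; values of inactives mirror those of a sister screen read the other way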
PLAP inhibition: inhibition of human placental alkaline phosphatase – biochemical, luminescence, HTS (AID 690); purified PLAP, luminescent substrate; higher % means a stronger effect; hit rate 0.08% among 96,000; one-dose inhibition, % at 20 µM; IC50 in µM for titrated hits; in the data active = a potency from the dose series; inactive = the rest, 99 in 100 with inhibition below about 30%; also: strong numbers were not always called active
NFkB transloc inh: blocks IL-1B driven NFkB nuclear translocation in HUVEC cells. HUVEC IL-1B NFkB p65 nuclear translocation imaging. inhibition, % at 2 µM. hit rate 0.43% among 94,000;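 active = inhibition above about 30% together with a positive call from visual inspection of the well image, limit read from the data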;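 also: nuclear over cytoplasmic p65 intensity ratio measured by imaging; 0% = IL-1B stimulated DMSO wells and 100% = unstimulated DMSO wells; values of inactives mirror those of a sister screen read the other way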
Bcl-B TR3 displacers: displacers of TR3 peptide from Bcl-B, primary screen, selectivity assay for Bfl-1 inhibitor project, biochemical, fluorescence polarization. FP displacement of FITC-TR3 peptide from Bcl-B; higher % means a stronger effect. hit rate 0.11% among 96,000. displacement, % at 20 µM, or IC50 in µM where a hit was titrated;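 active = displacement above 50% at 20 µM plus a fluorescence interference ratio under 1.5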;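 also: plate controls were wells without compound for no effect and wells lacking Bcl-B protein for full effect; a part of the inactive calls stands beside numbers as strong as those of hits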
MRP reversal: MRP-mediated drug resistance reversal; H69AR cells + 2 uM doxorubicin, CellTiter-Glo, 72 h; differential viability (reversal), % at 10 µM; hit rate 0.04% among 85,000; AID 602;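 active = viability drop by adding the cancer drug above about 55%, with treated viability meeting a 40% cutoff, limit read from the data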;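 also: viability without doxorubicin minus viability with 2 µM doxorubicin for each compound; larger differential means the compound sensitizes cells more to doxorubicin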
MRP reversal cytotoxicity: also measured in MRP reversal; calls as there; viability, %; H69AR cells, CellTiter-Glo, 72 h; measured here: cytotoxicity without doxorubicin
MRP reversal with doxorubicin: also measured in MRP reversal; calls as there; viability, %; measured here: viability with 2 uM doxorubicin; active compounds read low
NFkB transloc inh cell count 2 µM: recorded beside NFkB transloc inh, whose call it bears; cell count; measured here: cells passing quality filter;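 raw number of nuclei counted in each imaged well without normalization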
IL1B NFkB pot cell count 2 µM: second read-out of IL1B NFkB pot, no call of its own (marks repeat the call); cell count; measured here: cells passing quality filter
An asterisk follows results filed as active; / = not tested or not shown. Some of the compounds tested; the hit share may differ from the screen's.

cpd	structure	IL1B NFkB pot cell count 2 µM	MRP reversal	NFkB transloc inh	MRP reversal cytotoxicity	PLAP inhibition	IL1B NFkB pot	NFkB transloc inh cell count 2 µM	Bcl-B TR3 displacers	MRP reversal with doxorubicin
1	COc1ccc2c(c1)cc1n2CCN=C1NCCO	165	16.3	9.9	96.5	7.3%	-9.9	165	10.2%	80.1
2	CCCCCc1nc2c(C#N)c(-c3ccc(Cl)cc3)ccn2n1	140	/	7.5	/	11.7%	-7.5	140	0.0%	/
3	CCOc1ccc(/C=N/NC(=S)Nc2c(C)cccc2C)cc1	47	20.1	-5.3	91.7	-6.7%	5.3	47	-2.1%	71.6
4	O=C(CSc1nnnn1-c1ccc(O)cc1)Nc1cccc(S(=O)(=O)N2CCCC2)c1	27	-8.8	12.5	55.0	-29.0%	-12.5	27	0.6%	63.8
5	CCCCCn1c(=NC(C)=O)c(C#N)cc2c(=O)n3ccccc3nc21	185	-19.3	-29.4	43.9	-15.8%	29.4	185	-3.3%	63.2
6	O=C(C1CCN(S(=O)(=O)c2cccc3nsnc23)CC1)N1CCc2ccccc2C1	158	11.9	2.4	81.0	-37.6%	-2.4	158	1.8%	69.1
7	COc1cccc(N2CC(C)Cn3c2nc2c3c(=O)n(CCN3CCOCC3)c(=O)n2C)c1 (stereo unspecified)	101	-5.7	11.8	78.9	-50.8%	-11.8	101	-11.5%	84.7
8	CC(C)(C)NC1=CC(=O)OC12CCCCC2	172	10.2	-8.7	100.9	8.9%	8.7	172	7.9%	90.7
9	O=C1CC(c2ccccc2)CC2=C1C(c1ccccn1)Nc1ccccc1N2 (stereo unspecified)	200	8.3	-1.6	93.9	-2.8%	1.6	200	-0.2%	85.6
10	CC(=O)Nc1ccc(S(=O)(=O)NCC(C)NS(=O)(=O)c2ccc(NC(C)=O)cc2)cc1 (stereo unspecified)	132	-8.8	-3.0	88.1	-0.3%	3.0	132	-9.6%	96.9
11	CCOC(=O)N1CCN(C(=O)CSCC(=O)Nc2nc(-c3ccc(C)cc3)cs2)CC1	61	8.2	6.8	97.7	-29.1%	-6.8	61	0.4%	89.5
12	CCC(=O)Nc1cccc(-c2cn3ccsc3n2)c1	74	-17.8	-3.3	82.8	19.7%	3.3	74	-8.6%	100.5
13	CC(C#N)On1c(SC(C)C#N)nc2ccccc2c1=O (stereo unspecified)	78	-7.5	-2.1	89.9	-20.3%	2.1	78	-1.6%	97.4
14	CN(C)C(=O)COn1c(SCC(=O)N(C)C)nc2ccccc2c1=O	107	/	-10.3	/	1.5%	10.3	107	12.8%	/
15	CCn1c(SCC(=O)NC2CCCCC2C)nnc1-c1ccc(OC)cc1 (stereo unspecified)	138	1.3	-1.6	92.2	-46.6%	1.6	138	-3.5%	90.8
16	Cc1nnc(SCC(=O)c2c(N)n(C)c(=O)n(C)c2=O)[nH]c1=O	/	10.6	/	101.2	-3.6%	/	/	6.4%	90.6
17	O=C1CN(C(=O)COC(=O)C23CC4CC(CC(O)(C4)C2)C3)c2ccccc2N1	114	14.0	-19.8	91.1	-26.2%	19.8	114	0.6%	77.1
18	O=C(Cn1cnc2c(oc3ccccc32)c1=O)N1CCN(c2ccccc2)CC1	65	8.8	-12.5	91.8	10.5%	12.5	65	-5.0%	83.0
19	CCCCC(C(=O)NC1CCCC1)N(Cc1ccco1)C(=O)Cn1nnc(-c2ccc(F)cc2)n1 (stereo unspecified)	155	/	0.5	/	-116.4%	-0.5	155	-6.4%	/
20	Cc1ccc2cccc(S(=O)(=O)N3CCN(c4cccc(Cl)c4)CC3)c2n1	100	13.9	-2.3	70.7	-15.6%	2.3	100	-16.1%	56.7
21	N=c1ccccn1CC(O)COc1ccccc1 (stereo unspecified)	/	2.5	/	99.6	35.4%	/	/	-8.2%	97.1
22	COc1ccc(/C=C/C(=O)c2ccc(O)cc2)cc1COc1ccc(F)cc1	163	/	1.0	/	-13.3%	-1.0	163	-5.6%	/
23	O=C(OCCN=C1NS(=O)(=O)c2ccccc21)C1CC(=O)N(c2ccc(Cl)cc2)C1 (stereo unspecified)	179	/	8.4	/	8.9%	-8.4	179	-6.3%	/
24	O=c1cc(NCc2ccccc2)c2ccccc2o1	95	18.2	4.5	105.7	8.2%	-4.5	95	-0.1%	87.6

In the list so far, two contain fluorine.
cpd	structure	IL1B NFkB pot cell count 2 µM	MRP reversal	NFkB transloc inh	MRP reversal cytotoxicity	PLAP inhibition	IL1B NFkB pot	NFkB transloc inh cell count 2 µM	Bcl-B TR3 displacers	MRP reversal with doxorubicin
19	CCCCC(C(=O)NC1CCCC1)N(Cc1ccco1)C(=O)Cn1nnc(-c2ccc(F)cc2)n1 (stereo unspecified)	155	/	0.5	/	-116.4%	-0.5	155	-6.4%	/
22	COc1ccc(/C=C/C(=O)c2ccc(O)cc2)cc1COc1ccc(F)cc1	163	/	1.0	/	-13.3%	-1.0	163	-5.6%	/

6 compounds already listed, sorted by length of the SMILES, rising.
cpd	structure	IL1B NFkB pot cell count 2 µM	MRP reversal	NFkB transloc inh	MRP reversal cytotoxicity	PLAP inhibition	IL1B NFkB pot	NFkB transloc inh cell count 2 µM	Bcl-B TR3 displacers	MRP reversal with doxorubicin
24	O=c1cc(NCc2ccccc2)c2ccccc2o1	95	18.2	4.5	105.7	8.2%	-4.5	95	-0.1%	87.6
13	CC(C#N)On1c(SC(C)C#N)nc2ccccc2c1=O (stereo unspecified)	78	-7.5	-2.1	89.9	-20.3%	2.1	78	-1.6%	97.4
15	CCn1c(SCC(=O)NC2CCCCC2C)nnc1-c1ccc(OC)cc1 (stereo unspecified)	138	1.3	-1.6	92.2	-46.6%	1.6	138	-3.5%	90.8
16	Cc1nnc(SCC(=O)c2c(N)n(C)c(=O)n(C)c2=O)[nH]c1=O	/	10.6	/	101.2	-3.6%	/	/	6.4%	90.6
18	O=C(Cn1cnc2c(oc3ccccc32)c1=O)N1CCN(c2ccccc2)CC1	65	8.8	-12.5	91.8	10.5%	12.5	65	-5.0%	83.0
20	Cc1ccc2cccc(S(=O)(=O)N3CCN(c4cccc(Cl)c4)CC3)c2n1	100	13.9	-2.3	70.7	-15.6%	2.3	100	-16.1%	56.7

The results go on.
cpd	structure	IL1B NFkB pot cell count 2 µM	MRP reversal	NFkB transloc inh	MRP reversal cytotoxicity	PLAP inhibition	IL1B NFkB pot	NFkB transloc inh cell count 2 µM	Bcl-B TR3 displacers	MRP reversal with doxorubicin
25	O=C(CNS(=O)(=O)c1ccc(Br)s1)N1CCC(N2CCCCC2)CC1	100	11.1	8.8	98.2	-42.2%	-8.8	100	0.0%	87.2
26	CCn1nnc(NC(=O)c2ccc(-c3ccc(Cl)cc3)o2)n1	148	11.4	0.2	88.2	-14.8%	-0.2	148	-1.7%	76.8
27	CN(CCCNC(=O)C1CCC(=O)N1Cc1ccccc1Cl)c1ccccc1 (stereo unspecified)	143	6.9	3.7	87.5	-40.9%	-3.7	143	7.0%	80.6
28	CCOc1ccc(C(F)(F)F)cc1NC(C)=O	138	6.9	-19.6	101.1	0.9%	19.6	138	2.3%	94.2
29	CN=C(Nc1cc(C)nn1CCC#N)c1ccc(F)cc1	207	6.9	-5.0	109.9	6.7%	5.0	207	4.0%	103.0
30	COc1cccc(C(=O)N2CCN(Cc3ccccn3)CC2)c1OC	114	/	13.0	/	-6.1%	-13.0	114	-11.9%	/
31	O=C(Nc1cccnc1)c1ccc(Br)s1	129	-3.3	-16.1	7.5	4.4%	16.1	129	-6.8%	10.7
32	COc1ccc(CCNC(=O)CSC2=Nc3ccccc3C3=NC(C(C)C)C(=O)N23)cc1OC (stereo unspecified)	113	-8.8	7.2	71.7	-5.1%	-7.2	113	2.7%	80.5
33	COc1cc(C)ccc1OCCCOc1ccccc1Br	137	/	-10.8	/	-5.9%	10.8	137	-0.2%	/
34	CCN(CC)S(=O)(=O)c1ccc(C(=O)NCc2cccs2)cc1	176	/	-13.3	/	6.5%	13.3	176	-6.9%	/
35	CC1Cc2ccccc2N1C(=O)CSc1nc2cc3c(cc2cc1C#N)OCO3 (stereo unspecified)	185	-3.4	-7.6	74.4	1.1%	7.6	185	3.7%	77.8
36	CCOC(=O)c1[nH]c(C)c(C(=O)N2CCOCC2)c1C	191	-3.2	2.2	87.9	5.0%	-2.2	191	4.4%	91.1
37	CC(=O)Nc1ccc(NC(=O)CN(c2ccc(C34CC5CC(CC(C5)C3)C4)cc2)S(C)(=O)=O)cc1	115	/	-11.5	/	1.5%	11.5	115	-8.1%	/
38	Cn1c(NC(=O)c2ccccc2NC(=O)C(C)(C)C)nc2ccccc21	49	-7.1	-8.9	61.6	-85.2%	8.9	49	-2.5%	68.7
39	COCCn1c(=N)c(C(=O)NCCc2ccccc2)cc2c(=O)n3cccc(C)c3nc21	147	/	-27.4	/	/	27.4	147	/	/
40	Nc1ccc(CC2SC(=O)NC2=O)cc1 (stereo unspecified)	163	13.5	-4.3	117.4	-17.6%	4.3	163	3.7%	103.9
41	O=C(CSc1nc2ccccc2s1)NCCCN1CCOCC1	169	-15.2	-1.7	87.0	0.0%	1.7	169	-4.7%	102.1
42	CCOC(=O)C1CCN(c2c(NCc3ccc(C(=O)NCCC(C)C)cc3)c(=O)c2=O)CC1	110	-0.3	-13.9	85.9	13.6%	13.9	110	-2.6%	86.2
43	COc1ccc(OC)c(C2N(c3ccc(Cl)cc3)C(=O)C3CCCN32)c1 (stereo unspecified)	133	-17.8	4.5	72.8	-51.5%	-4.5	133	-20.3%	90.7
44	CCOC(=O)C1C(c2cccs2)NC(=O)N(C)C1(O)C(F)(F)F (stereo unspecified)	160	-11.8	-3.0	96.7	-1.1%	3.0	160	-1.2%	108.6
45	O=C(CN(CCc1ccccc1)C(=O)Cn1nnc(-c2cccs2)n1)NCc1ccco1	90	-1.8	2.4	94.1	8.6%	-2.4	90	-1.2%	95.9
46	CCC1SC2=NC(C)=C(C(=O)OCCOC)C(/C=C/c3ccccc3OC)N2C1=O (stereo unspecified)	50	6.8	-17.0	88.4	-61.1%	17.0	50	0.8%	81.6
47	CCOCc1cnc(C)nc1NCC(=O)c1c(C)[nH]c2cc(C)ccc12	163	/	-3.4	/	4.8%	3.4	163	-6.2%	/
48	Cc1ccc(/C(=N\O)c2oc3c(C)c4oc(=O)cc(C)c4cc3c2C)cc1	75	-5.1	-0.8	89.3	/	0.8	75	/	94.5
49	O=C(Cn1c(-c2cscn2)nc2ccccc21)Nc1ccc(Cl)cc1	103	-0.2	-3.1	73.2	/	3.1	103	/	73.4
50	Cc1ccc2cc(CN(CCCO)S(=O)(=O)c3cccc4nsnc34)c(=O)[nH]c2c1C	183	7.5	-22.4	78.3	-46.6%	22.4	183	4.9%	70.8
51	CC(C)(C)NC(NC(=O)Cc1ccccc1)C(Cl)(Cl)Cl (stereo unspecified)	204	/	-0.7	/	-3.8%	0.7	204	3.1%	/
52	Cc1cc(C)n(CC(O)Cn2c(C)c(C)c3ccccc32)n1 (stereo unspecified)	154	-19.4	4.5	50.3	12.6%	-4.5	154	-0.9%	69.7

Entries 10 through 13 of the list above:
cpd	structure	IL1B NFkB pot cell count 2 µM	MRP reversal	NFkB transloc inh	MRP reversal cytotoxicity	PLAP inhibition	IL1B NFkB pot	NFkB transloc inh cell count 2 µM	Bcl-B TR3 displacers	MRP reversal with doxorubicin
10	CC(=O)Nc1ccc(S(=O)(=O)NCC(C)NS(=O)(=O)c2ccc(NC(C)=O)cc2)cc1 (stereo unspecified)	132	-8.8	-3.0	88.1	-0.3%	3.0	132	-9.6%	96.9
11	CCOC(=O)N1CCN(C(=O)CSCC(=O)Nc2nc(-c3ccc(C)cc3)cs2)CC1	61	8.2	6.8	97.7	-29.1%	-6.8	61	0.4%	89.5
12	CCC(=O)Nc1cccc(-c2cn3ccsc3n2)c1	74	-17.8	-3.3	82.8	19.7%	3.3	74	-8.6%	100.5
13	CC(C#N)On1c(SC(C)C#N)nc2ccccc2c1=O (stereo unspecified)	78	-7.5	-2.1	89.9	-20.3%	2.1	78	-1.6%	97.4
